# Compound activity (PubChem BioAssay)
# ROMK primary = human ROMK K+ channel modulation, primary screen. Tet-inducible ROMK, thallium flux fluorescence; actives lie on both sides. B-score at 10 µM. 2% of 130,000 active. AID 1918;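 active means signal ratio slope over the read window, or its plate-corrected B-score, at least 3 SD from the plate mean, either direction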;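 further: B-score of the F/F0 ratio slope over 7 to 12 s after thallium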
# Target sequence (P48048 whole entry, looked up): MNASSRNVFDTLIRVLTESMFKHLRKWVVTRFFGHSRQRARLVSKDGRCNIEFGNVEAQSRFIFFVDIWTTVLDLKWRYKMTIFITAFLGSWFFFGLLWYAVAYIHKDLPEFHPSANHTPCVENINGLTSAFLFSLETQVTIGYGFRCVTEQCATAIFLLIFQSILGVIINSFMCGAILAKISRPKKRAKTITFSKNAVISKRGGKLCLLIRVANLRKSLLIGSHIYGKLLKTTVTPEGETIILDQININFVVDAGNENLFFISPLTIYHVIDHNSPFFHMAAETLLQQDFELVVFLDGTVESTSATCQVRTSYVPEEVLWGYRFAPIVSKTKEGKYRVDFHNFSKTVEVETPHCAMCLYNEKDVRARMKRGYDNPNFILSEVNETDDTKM
# STAT1 inh = reduces IFN-gamma driven STAT1 reporter signal | NIH 3T3 STAT1-luciferase reporter, luminescence | inhibition, % at 5.5 µM | 0.35% of 200,000 active;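 active means inhibition above a set limit, the mean inhibition across all tested compounds plus 3 SD, cut at about 34% in these data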;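 further: 0% = IFN-gamma with DMSO and 100% = IFN-gamma with 300 µM nifuroxazide; values of inactives mirror those of a sister screen read the other way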
# APP 5UTR inh = APP translation inhibition. SH-SY5Y APP 5'UTR-luciferase reporter, luminescence. inhibition, % at 2 µM. 0.82% of 190,000 active;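 active means inhibition above a set limit, derived from the sample mean plus 3 SD, cut at about 45% in these data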; further: values of inactives mirror those of a sister screen read the other way
# FLuc act counter = affects firefly luciferase, flagging false hits in luciferase stimulation screens. activation factor at 10 µM. P08659. ATPlite luciferase biochemical, luminescence, 10 min; 0 = ATP-free wells, 1 = DMSO control. 200,000 tested, under 10 active;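 active means luciferase activation factor, scaled between plate controls, of at least 2 with compound at 10 µM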
# Target sequence (P08659 whole entry, looked up): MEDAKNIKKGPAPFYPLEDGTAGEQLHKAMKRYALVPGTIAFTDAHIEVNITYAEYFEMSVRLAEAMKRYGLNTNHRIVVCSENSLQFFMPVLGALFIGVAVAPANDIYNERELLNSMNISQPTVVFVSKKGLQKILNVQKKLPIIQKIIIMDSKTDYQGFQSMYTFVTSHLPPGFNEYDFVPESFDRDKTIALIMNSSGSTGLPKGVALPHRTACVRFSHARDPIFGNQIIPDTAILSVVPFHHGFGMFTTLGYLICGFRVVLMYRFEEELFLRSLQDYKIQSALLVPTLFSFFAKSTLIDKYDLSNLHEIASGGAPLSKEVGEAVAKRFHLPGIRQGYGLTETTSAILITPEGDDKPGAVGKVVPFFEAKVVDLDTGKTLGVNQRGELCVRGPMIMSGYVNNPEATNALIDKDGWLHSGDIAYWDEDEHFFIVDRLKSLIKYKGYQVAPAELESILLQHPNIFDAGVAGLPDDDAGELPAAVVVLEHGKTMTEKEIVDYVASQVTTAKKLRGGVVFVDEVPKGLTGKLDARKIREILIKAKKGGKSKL
#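 Material: Luciferase/luciferin reagent mix; Doses: test compounds dosed from 2 mM stocks in 100% DMSO; Schedule: 10 min incubation after luciferase reagent addition, room temperature; Measured by: luminescence from luciferase reaction; Read-out: luminescence gain marking luciferase activators.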
# APP 5'UTR act = APP 5'UTR luciferase reporter activation. SH-SY5Y APP 5'UTR luciferase reporter, luminescence; zero percent = DMSO vehicle wells. activation, % at 2 µM. 1% of 190,000 active;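 active means activation above a set limit, based on mean plus 3 SD of controls, cut at about 140% in these data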; further: values of inactives mirror those of a sister screen read the other way
# STAT1 activator = activators of IFN-gamma induced STAT1 signaling | NIH 3T3 STAT1-luciferase reporter, luminescence; 100% = IFN-gamma alone, no compound | activation (% of control), % at 5.5 µM | 2.6% of 200,000 active;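 active means activation above the screen-wide mean activation plus 3 SD, cut at about 130% in these data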;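 further: raw ratio to IFN-gamma control signal so 100% means no change and 0% no light; values of inactives mirror those of a sister screen read the other way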
# STAT3 inh = STAT3 signaling inhibition; U3A cells, IL-6 STAT3-luciferase reporter, luminescence; host cell line lacks STAT1; inhibition, % at 5.5 µM; 0.89% of 190,000 active; AID 862;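 active means inhibition above the mean inhibition across all screened compounds plus 3 SD, cut at about 44% in these data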;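 further: 0% = DMSO only wells and 100% = 100 µM nifuroxazide control wells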
# NF-kB neuron act = NF-kB expression increase, human neuronal cells; NF-kB reporter expression; stronger effect = higher value; fold change at 12.5 µM; 1.6% of 190,000 active; AID 1239; in the data active means fold change above about 3.3
# FLuc inhib CS = Photinus pyralis luciferase inhibition counter-screen | 1.5% of 200,000 active | P08659 | inhibition, % at 10 µM | ATPLite firefly luciferase biochemical luminescence, 10 min;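 active means inhibition above about 50% when tested at 10 µM, limit read from the data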
# STAT3 act = activators of IL-6 induced STAT3 signaling; U3A cells, IL-6 STAT3-luciferase reporter, luminescence; 100% = signal with IL-6 EC80 alone; activation (% of control), % at 5.6 µM; 0.91% of 190,000 active; AID 871;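 active means activation above the screen-wide mean of compound activation plus 3 SD, cut at about 130% in these data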;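 further: 0% = background luminescence of wells with medium and substrate only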
#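 Test system: human U3A cells carrying STAT3-luciferase construct; control set: IL-6-only wells as 100% reference; timing: compound pre-incubation 1 h before IL-6, then 6 h stimulation at 37 °C; also added: IL-6 stimulus at 33 ng/mL final; evaluation: % activation versus median of IL-6-stimulated wells; detection: reporter luminescence signal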
# Starred values were filed as active, the others as inactive; · = not tested or not shown.
SMILES,ROMK primary,STAT1 inh,APP 5UTR inh,FLuc act counter,APP 5'UTR act,STAT1 activator,STAT3 inh,NF-kB neuron act,FLuc inhib CS,STAT3 act
COc1ccc2nc(NC(=O)c3cccc(S(=O)(=O)N4CCOCC4)c3)sc2c1,·,-5,13,1,-13,105,24,0.63,-1,83
Cc1cc(NS(=O)(=O)c2ccc(NC(=O)c3cnc4sccn4c3=O)cc2)nc(C)n1,·,8,6,1,-6,91,·,1.4,1,·
CC1CCCCN1CC(=O)Nc1sc2c(c1C#N)CCC2 (stereo unspecified),·,-5,-6,1,6,104,7,1.2,-4,99
CN(C)CCNS(=O)(=O)c1ccc(Cl)cc1,·,4,10,1,-10,97,5,0.93,-2,101
c1ccc2c(c1)Cn1c-2nc2ccccc21,·,-64,-76,0.4,76,158*,40,4.7*,64*,68
O=C(CN1C(=O)C2CC=CCC2C1=O)NCc1cccs1 (stereo unspecified),-0.097,-4,-2,1,2,102,3,1,-1,99
COc1ccc(S(=O)(=O)N2CCC(C(=O)N3CCCCC3)CC2)cc1OC,0.29,6,0,1.1,0,95,8,0.96,-7,97
CN=c1scc(C)n1/N=C/c1ccc2c(c1)OCO2,-0.71,-22,-209,0.4,209*,120,49*,8.6*,58*,63
COc1cccc(-n2c(=O)[nH]cc(C(=O)Nc3ccc4c(c3)OCCO4)c2=O)c1,·,-7,-6,1,6,107,10,1,1,99
O=S(=O)(NCCCc1ccccc1)c1cccc2nsnc12,-3,-4,15,1.1,-15,104,11,1.3,-5,94
O=C(O)Cn1c(P(=O)(O)c2ccccc2)nc2ccccc21,-0.037,5,1,1.1,-1,96,5,0.96,-11,100
CCOC(=O)N1CCC(NC(=O)CSCc2cnn(-c3ccccc3)c2-n2cccc2)CC1,·,12,-6,1,6,89,13,0.88,-4,92
CN(C)C(=O)NC(Nc1ccc(Cl)cc1Cl)C(Cl)(Cl)Cl (stereo unspecified),·,15,6,1.1,-6,86,5,0.99,-7,100
CCc1noc(C)c1C(=O)N1CC(C)OC(C)C1 (stereo unspecified),·,-2,-3,1.1,3,101,-1,1.5,-5,104
O=C(Nc1ccccc1C(=O)O)c1cc(S(=O)(=O)N2CCCCC2)cs1,-0.00076,-1,-13,0.9,13,99,7,1.1,8,96
Nc1nnc(SCCCC(=O)c2ccc(Br)cc2)s1,·,-12,-24,0.9,24,111,30,1.2,8,76
Cc1c2c(n3c(nc4ccccc43)c1C#N)N(CCCN(C)C)CC2,-1.1,-3,-10,1.1,10,104,-6,1.5,-8,105
Cc1ccc(-c2nc3ncccc3o2)cc1NC(=O)Cc1ccc(Cl)cc1,·,3,-18,1,18,97,14,1.1,-4,91
Cc1cc(/C=N/n2cnnc2)c(C)n1-c1ccc(C(=O)O)cc1,·,-2,-21,1.1,21,101,4,1.2,-10,100
CC(=O)Nc1ccc(OC(=O)c2ccco2)cc1,·,-3,8,1,-8,102,-4,1.3,4,104

# Single records, from the list above. Screens in order: ROMK primary	STAT1 inh	APP 5UTR inh	FLuc act counter	APP 5'UTR act	STAT1 activator	STAT3 inh	NF-kB neuron act	FLuc inhib CS	STAT3 act
# Nc1nnc(SCCCC(=O)c2ccc(Br)cc2)s1 in the list: ·	-12	-24	0.9	24	111	30	1.2	8	76
# Cc1cc(/C=N/n2cnnc2)c(C)n1-c1ccc(C(=O)O)cc1 in the list: ·	-2	-21	1.1	21	101	4	1.2	-10	100
# CN(C)C(=O)NC(Nc1ccc(Cl)cc1Cl)C(Cl)(Cl)Cl (stereo unspecified) in the list: ·	15	6	1.1	-6	86	5	0.99	-7	100
# COc1cccc(-n2c(=O)[nH]cc(C(=O)Nc3ccc4c(c3)OCCO4)c2=O)c1 in the list: ·	-7	-6	1	6	107	10	1	1	99

# Next entries
SMILES,ROMK primary,STAT1 inh,APP 5UTR inh,FLuc act counter,APP 5'UTR act,STAT1 activator,STAT3 inh,NF-kB neuron act,FLuc inhib CS,STAT3 act
O=[N+]([O-])c1ccc(N2CCN(C(=S)Nc3ccc(F)cc3F)CC2)cc1,-0.94,22,-4,1,4,79,25,0.77,-1,85
Cc1ccc(OCC(=O)NN=C2c3ccccc3-c3ccccc32)cc1,0.53,-1,6,1.1,-6,101,26,1.2,-10,83
O=C1c2ccccc2C(Nc2ccc3c(c2)OCCO3)N1Cc1ccc2c(c1)OCO2 (stereo unspecified),·,6,-18,1.1,18,94,-5,0.51,-6,108
COC(=O)[C@H](C)NC(=O)NCc1ccccc1F,-0.41,4,8,1,-8,96,13,0.97,-2,95
Clc1ccc(COn2ccnc2)cc1Cl,-0.27,-3,4,1,-4,100,9,1.1,0,96
O=C1OCCC1Sc1nc2ccccc2n1-c1ccccc1 (stereo unspecified),·,7,-15,1.1,15,94,22,1.2,-8,86
Cc1ccnc(NS(=O)(=O)c2ccc(NS(=O)(=O)c3cccs3)cc2)n1,·,-2,15,1,-15,102,7,1,-3,99
Cc1ccc(-c2csc3nnc(SCC(=O)Nc4nsc(-c5ccccc5)n4)n23)cc1,-0.44,5,-4,1.1,4,95,10,1.2,-8,91
Cc1cccc(Cc2cnc(NC(=O)c3ccc(C)o3)s2)c1,0.52,-13,-76,0.9,76,112,8,3.2,9,96
Cn1c(SCC(=O)Nc2ccc(N3CCOCC3)cc2)nnc1-c1ccccc1,·,4,-11,0.9,11,96,6,1.4,15,99
CCOC(=O)c1sc2ccccc2c1OC(=O)c1ccccc1,1.4,-8,-2,1.1,2,107,1,0.97,-9,99
O=C(O)CC1S/C(=N/N=C/c2ccc(-c3ccc(Cl)c([N+](=O)[O-])c3)o2)NC1=O (stereo unspecified),0.45,-3,6,1,-6,100,-1,1.1,-2,105
Cc1ccc(N2OC3C(=O)NC(=O)C3C2c2ccco2)cc1 (stereo unspecified),·,0,-17,1.1,17,101,0,1,-6,100
Cc1ccc(S(=O)(=O)C2(C(=O)N3CCCC(C)C3)CC2)cc1 (stereo unspecified),·,1,-1,1.1,1,99,2,0.98,-8,102
Cc1ccc(S(=O)(=O)N2CCC(=O)N(CCOC(=O)Nc3ccccc3C)CC2)cc1,0.16,2,-7,1,7,98,-6,1,-1,103
O=C(NCCC1=CCCCC1)C1CCCN(S(=O)(=O)c2cnc[nH]2)C1 (stereo unspecified),·,2,6,1.1,-6,98,14,1.1,-7,96
O=C(Nc1ccc(F)cc1)N1CCN(CCc2ccccc2)CC1,-0.2,-8,-7,1,7,105,10,0.93,-1,96
COc1ccc(CCNS(=O)(=O)c2cccc(F)c2)cc1OC,·,2,-10,1.1,10,98,-9,1.1,-10,107
CCOc1ccc(C(=O)CCN2CCCCC2)cc1,·,7,-12,1,12,95,10,0.98,3,97
Cn1c(SCc2ccccc2)nnc1-c1c[nH]c2ccccc12,·,-22,-35,1,35,120,16,1.8,5,93
CCOc1cc(C(=O)OCC(=O)Nc2cc(C)on2)ccc1OCC(C)C,-0.32,0,9,1,-9,99,0,1.1,-2,105
COc1c(Cl)cc(Cl)cc1C(=O)Nc1ccccc1N1CCN(C(C)=O)CC1,·,2,-8,·,8,98,12,·,·,91
CC(=O)NC(CSC(CC(=O)c1ccco1)c1ccc(C)cc1)C(=O)O (stereo unspecified),-0.15,-18,-45,0.6,45,115,17,1.2,45,91
Cn1c(Cn2c(=O)sc3ccccc32)nnc1SCc1cccc(F)c1,·,0,-23,1,23,101,-7,1.1,-2,106
N#Cc1ccc(OCC(=O)N/N=C/C2CC=CCC2)cc1 (stereo unspecified),0.43,-4,-11,1.1,11,103,-1,1.1,-5,103
CCc1ccc(NC(=O)CN2C(=O)C(=O)N(Cc3ccccc3)C2=O)cc1,0.14,-4,-18,1.1,18,102,2,1,-7,106
O=S(=O)(c1cccc(-c2cn3cccnc3n2)c1)N1CCCCCC1,1.7,7,-1,1.1,1,94,0,0.97,-7,101
COc1ccc(OC)c(NC(=O)C2CCN(S(=O)(=O)c3cccs3)CC2)c1,0.91,15,-5,1.1,5,81,0,1.2,-6,100
CCOC(=O)C1CCN(C(=O)COc2ccc(N(C)S(=O)(=O)c3ccc(C)cc3)cc2)CC1,0.5,6,1,1,-1,94,1,1.1,-1,101
Cc1ccc(C(=O)c2ccc(O)cc2)cc1C,0.15,-19,-26,1,26,116,-5,1.5,-1,108
Clc1ccc(C(c2nnnn2CCc2ccccc2)N2CCSCC2)cc1 (stereo unspecified),·,4,4,1.1,-5,97,0,0.67,-13,104
O=C(CNC(=O)c1ccccn1)N/N=C/c1ccc2c(c1)OCO2,0.71,-22,4,0.9,-5,120,8,1.9,13,94
CN1C(=O)CC(N2CCN(c3ccccc3)CC2)C1=O (stereo unspecified),-0.075,0,5,·,-5,100,9,·,·,95
COc1ccc(CNC(=O)C2CCC(CNc3c(N4CCOCC4)c(=O)c3=O)CC2)cc1 (stereo unspecified),·,4,-13,1,13,96,9,1.4,-3,100
Cc1ccc(S(=O)(=O)N2CCC(=O)N(C(CO)C(C)C)CC2)cc1 (stereo unspecified),0.37,0,2,1,-2,100,-2,1.2,2,99
CC(C)Cn1c(SCC(=O)c2ccc(Cl)s2)nnc1-c1ccco1,-0.84,4,11,1,-11,96,10,0.98,-2,99
CC(C)n1ncc(C(N)=O)c1N,-0.04,6,14,1,-14,94,0,1,-1,103
CC(=O)c1cccc(S(=O)(=O)Nc2cccc(S(=O)(=O)NC3=NCCC3)c2)c1,-1,7,-2,1.1,2,94,-7,1,-8,103
CCN1CCN(C(=O)CSc2nc(N)cc(N)n2)CC1,-0.83,-12,-2,1,2,110,3,1.1,0,104
CCCN1C=CC(=C2C(=O)c3ccccc3C2=O)C=C1,·,92*,81*,0,-81,15,113*,0.27,97*,9
CCOc1ccc(CCNC(=O)CN2CCN(Cc3ccc(F)cc3)C2=O)cc1OCC,0.013,-6,5,1,-5,108,0,0.8,-3,99
O=Cc1cccn1-c1ccc(O)cc1,0.74,-1,5,1,-5,100,1,1.2,-2,102
COC(=O)C1=NNC2(c3ccc(Cl)cc3)C(=O)N(c3ccc(Cl)cc3)C(=O)C12 (stereo unspecified),·,0,-16,1.1,16,100,6,1.1,-8,91
O=C(CN(c1ccc2c(c1)OCCO2)S(=O)(=O)c1ccccc1)NCc1ccc(Cl)cc1,-1.4,9,-13,1,13,91,0,1.4,-1,99
Cc1ccccc1C(=O)NC1CCN(Cc2nnnn2Cc2ccccc2)CC1,·,7,-12,1,12,94,1,0.96,-2,103
COc1cc(NC2c3ncccc3C(=O)N2Cc2ccco2)cc(OC)c1 (stereo unspecified),·,7,-13,1,13,93,-9,0.94,-3,110
COc1ccc(-c2nc(=S)c3ccc4ccccc4c3[nH]2)cc1,0.32,7,-4,1,4,94,-18,1.2,-1,114
CCOC(=O)c1cc2cc(-c3c(C(=O)OCC)oc4cc(O)cc(O)c4c3=O)ccc2o1,·,4,-5,1,5,97,12,1.2,3,95
COc1ccccc1S(=O)(=O)Cc1ccc(C(=O)NCC2CCCO2)o1 (stereo unspecified),0.89,11,-17,1.1,17,89,5,0.94,-6,106

# In the list so far, these have a nitro group on carbon.
SMILES,ROMK primary,STAT1 inh,APP 5UTR inh,FLuc act counter,APP 5'UTR act,STAT1 activator,STAT3 inh,NF-kB neuron act,FLuc inhib CS,STAT3 act
O=[N+]([O-])c1ccc(N2CCN(C(=S)Nc3ccc(F)cc3F)CC2)cc1,-0.94,22,-4,1,4,79,25,0.77,-1,85
O=C(O)CC1S/C(=N/N=C/c2ccc(-c3ccc(Cl)c([N+](=O)[O-])c3)o2)NC1=O (stereo unspecified),0.45,-3,6,1,-6,100,-1,1.1,-2,105

# This is a random part of the collection; about 7.1% have a hit in one of these screens.
